Sm TGR block: inhibitors of Schistosoma mansoni thioredoxin glutathione reductase; Q962Y6; purified TGR, DTNB reduction, TNB absorbance 405 nm; Potency, µM (titrated, usually from 114 µM), for inactives: at the top dose activity change, negative = inhibition, hits mostly inhibitors; hit rate 3% among 360,000; AID 485364; note: potency is the fitted concentration of half-maximal effect; nearly all actives have a fitted effect of over 60% in size
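First, TGR (20 nM dispensed) and NADPH were mixed with compound. Second, a 15 min room-temperature incubation followed. Third, further NADPH and then DTNB were added to start the reaction. Finally, TNB absorbance was monitored kinetically.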
AmpC detergent: AmpC beta-lactamase inhibition with detergent present; AmpC hydrolysis of nitrocefin, absorbance 480 nm, 0.01% Triton; hit rate 0.041% among 370,000; P00811; Potency, µM (series often up to 114 µM), for the others: at the top dose activity change, negative = inhibition, usual class: inhibitors;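 note: potency is the fitted concentration of half-maximal effect; 0% = no-compound wells and -100% = no-enzyme wells; nearly all actives have a fitted effect of over 25% in size; some results filed as inactive show a strong effect at the top dose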
Target sequence (P00811 whole entry, looked up): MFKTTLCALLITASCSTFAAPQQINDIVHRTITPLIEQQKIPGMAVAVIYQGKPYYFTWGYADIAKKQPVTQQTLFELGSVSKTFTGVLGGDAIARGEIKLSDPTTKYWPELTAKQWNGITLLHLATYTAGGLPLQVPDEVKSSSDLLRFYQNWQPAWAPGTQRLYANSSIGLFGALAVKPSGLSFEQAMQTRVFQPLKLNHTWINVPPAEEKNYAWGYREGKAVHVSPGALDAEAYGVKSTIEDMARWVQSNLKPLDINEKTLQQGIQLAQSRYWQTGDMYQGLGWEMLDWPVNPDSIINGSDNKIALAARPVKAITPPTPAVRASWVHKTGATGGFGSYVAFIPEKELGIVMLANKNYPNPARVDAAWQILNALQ
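20 mM phosphate pH 7.0 + 0.01% (detergent screen) or 0.0001% Triton X-100; 5.3 nM AmpC reagent; cpd preinc 15 min RT; nitrocefin (800 uM stock) to start; A480 q20 s × 4 min; Activity was normalised to no-enzyme and no-compound control wells.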
HCMV inh: blocks human cytomegalovirus replication; AID 1259415; hit rate 4.5% among 410,000; HFF cells, HCMV-luciferase reporter, 72 h; stronger effect = lower value; activity change, negative = inhibition, % at 57.5 µM; in the data active = activity change below about -60%; inconclusive = no clear call, values can overlap the other calls; inactive = above about -39%
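Compounds were evaluated in HFFs infected with an HCMV luciferase reporter virus (MOI 1 PFU/cell). Luciferase in lysates collected 72 h post infection served as the replication measure.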
HCV inhibitor: HCV inhibition; hit rate 3.4% among 340,000; Potency, µM (top dose mostly 41.8 µM), without a hit: top-dose activity change, negative = inhibition, hits mostly inhibitors; AID 651820; Huh7.5.1 HCVcc-Cre infection, luciferase reporter, 44 h; note: potency is the fitted concentration of half-maximal effect
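1,000 cells/well; 4 h culture; + compound; + HCVcc-Cre (~0.5 moi); 44 h; luciferase substrate, RT 15 min; read 15 sec.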
AMA1-RON2 inh: AMA1-RON2 (P. falciparum) interaction inhibition | Potency, µM (doses to about 58.2 µM), for inactives: at the highest dose activity change, negative = inhibition, actives largely listed as inhibitors | AlphaScreen AMA1-biotinylated RON2 peptide binding | hit rate 0.2% among 360,000;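 note: potency is the fitted concentration of half-maximal effect; 0% = vehicle wells and -100% = peptide control; nearly all actives have a fitted effect of over 45% in size; some results filed as inactive show a strong effect at the top dose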
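AMA1 (3D7) with his tag at 25 nM final met compounds first, then biotinylated RON2 peptide at 25 nM; detection used donor plus acceptor beads, 10 µg/mL apiece, read by AlphaScreen after 30 min at room temperature.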
FBPA Giardia inh: blocks Giardia fructose-bisphosphate aldolase activity. purified Giardia FBPA. Potency, µM (titrated, usually from 59.6 µM), inactives show at the top dose activity, negative = inhibition, hits mostly inhibitors. hit rate 0.71% among 290,000. AID 2451; note: potency is the fitted concentration of half-maximal effect; nearly all actives have a fitted effect of over 55% in size
Target sequence (A8B2U2 whole entry, looked up): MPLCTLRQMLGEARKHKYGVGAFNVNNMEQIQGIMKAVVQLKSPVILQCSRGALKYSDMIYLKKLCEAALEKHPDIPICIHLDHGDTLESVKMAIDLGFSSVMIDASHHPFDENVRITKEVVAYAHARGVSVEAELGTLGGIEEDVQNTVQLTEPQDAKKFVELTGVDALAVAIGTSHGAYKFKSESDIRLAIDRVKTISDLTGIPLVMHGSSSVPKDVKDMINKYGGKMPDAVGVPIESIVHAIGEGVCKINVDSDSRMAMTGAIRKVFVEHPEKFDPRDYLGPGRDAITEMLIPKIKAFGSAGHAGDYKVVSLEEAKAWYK
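Giardia FBPA (40 nM reagent) was preincubated 10 min at RT with compound (up to 57.5 uM final), then substrate plus GAPDH/TPI/NAD/arsenate coupling system with diaphorase/resazurin was added; resorufin fluorescence (525/598 nm) was read after 20 min.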
* = called active by the depositor; ? = inconclusive; . = no result given; & = joins results of further samples; [ ] = dose if it differs, or a comment. Unless noted, calls come from the whole dose curve; as a rule, active = well fitted curve in the direction sought with a large enough effect; inconclusive = small, poorly fitted or top-dose-only effect, or another doubt; inactive = no such curve, though single readings can be large; an effect the other way counts as inactive or inconclusive. Unless noted, % is set by controls: 0 for no effect and ±100 for the full control effect.

SMILES	Sm TGR block	AmpC detergent	HCMV inh	HCV inhibitor	AMA1-RON2 inh	FBPA Giardia inh
Cc1nn(C(=O)CCC(=O)NCc2ccccc2Cl)c2ccccc12	1%	2%	15	22%	-11%	.
COc1ccc(NC(=O)CC2Sc3ncnn3C2=O)cc1 (stereo not given)	0.63µM*	?	11	6%	69%[activator]	?
CN1CCN2c3ccc(N)cc3CC3(C(=O)NC(=O)NC3=O)C2C1 (stereo not given)	?	4%	25	3%	-20%	-20%
COc1cc2[nH]c(=O)n(Cc3ccc(C(=O)N4CCC(N5CCCCC5)CC4)cc3)c(=O)c2cc1OC	-17%	-11%	.	-7%	-6%	-16%
N#CC(C#N)=C(N)CSc1cccc[n+]1[O-]	-3%	-5%	?	0%	-2%	-3%
Cc1ccccc1NC(=O)c1sc2nc3n(c(=O)c2c1C)N=C(c1ccccc1)CS3	-12%	-7%	23	.	.	.
CCCCCNC(=O)c1cccc(S(=O)(=O)N2CC3(C)CC2CC(C)(C)C3)c1 (stereo not given)	-9%	-19%	-2	?	7%	.
Cc1cnn(CCC(=O)NNC(=S)NCC(C)C)c1	-9%	?	63	6%	26%	-1%
CC1CN(S(=O)(=O)c2ccc(C(=O)N(CCCN(C)C)c3nc4c(Cl)cccc4s3)cc2)CC(C)O1 (stereo not given)	-6%	5%	-13	?	0%	-1%
COc1ccc(OC)c(CNCCc2ccc(OC)c(OC)c2)c1	-16%	-8%	35	4%	-17%	-29%
CCCCn1c(N)c(N(CC(C)C)C(=O)CSc2n[nH]c(-c3ccc(C)cc3)n2)c(=O)[nH]c1=O	8%	-14%	21	17%	-4%	.
CC(=O)c1ccc(N2CCN(C(=O)c3cn(Cc4ccccc4)nc3-c3cccnc3)CC2)c(F)c1	-23%	-4%	0	?	9%	.
N#Cc1ccc(OC(=O)c2cnccn2)cc1	22µM*	?	2	11%	?	-25%
Cc1sc2nc(SCC(N)=O)n(C)c(=O)c2c1C	-20%	?	-2	-3%	0%	-1%
CCOC(=O)C1CCCN(C(=O)Cn2nc(CC)n3c(cc4sccc43)c2=O)C1 (stereo not given)	0%	-17%	-2	-6%	1%	3%
COC(=O)c1cn(NC(=O)c2cccnc2)c(=O)c2ccccc12	-6%	-6%	17	13%	-5%	13%
Cc1c(C(=O)N2CCN(c3ccc(F)cc3)CC2)sc2nc3n(c(=O)c12)CCC3	-13%&-2%	13%	-30&3	29%	-10%	3%
Cc1ccc(-n2ncc3c(N4CCN(C)CC4)ncnc32)cc1C	8%	-3%	24	.	.	.
CSc1ccccc1NC(=S)NCc1ccc(Cl)cc1	?	?	62	-11%	82%[activator]	-9%
CCOc1cc(N2CCOCC2)c(OCC)cc1NC(=O)c1cccc(N(C)C)c1	-1%	11%	?	?	?	-20%
COc1ccccc1C(=O)NN=C1CCN(Cc2ccccc2)CC1	-13%	1%	11	26%	17%	1%
CN[C@H](C(=O)NC[C@H]1O[C@@H](n2cnc3c(N)ncnc32)[C@H](O)[C@@H]1O)[C@@H](C)OCc1ccccc1	.	.	3	50%[activator]	19%	.
CC1(C)CC(=O)c2c(nc3ccccc3c2N)C1	6%	3%	?	-3%	-5%	3%
O=C1OCCN1C(=O)[C@H]1[C@H](c2ccc(F)cc2)C(c2ccc(F)cc2)=NN1c1ccccc1	-15%	?	-10	-3%[8.37 µM]	26%	-10%&-9%
Cc1ccc(-c2csc(NCCn3c(C)nc4cc(C(F)(F)F)ccc43)n2)cc1	.	.	-13	?	-3%	.
O=C(Nc1ccc(SC(F)F)cc1)c1cc(-c2ccncc2)nc2ccccc12	-2%	-1%	-40	?	0%	.
COC1=C(C)C(=O)O[C@]12C(=O)C(C)=C1CCCCN3[C@H]([C@@H]4C[C@H](C)C(=O)O4)CC[C@]132	?	6%	18	-3%	-3%	.
Fc1ccccc1CSc1ncnc2c1ncn2C1CCCO1 (stereo not given)	.	.	?	-22%	15%	.
C/C(=N\NC(=S)NC(C)C)c1ccc(C(C)(C)C)cc1	-6%	?	15	?	8%	-6%
Cc1cc(Nc2cccc(Br)c2)n2c(nc3ccccc32)c1C#N	0%	0%	-38	.	.	.

A stretch of the results above, as a working copy:
SMILES	Sm TGR block	AmpC detergent	HCMV inh	HCV inhibitor	AMA1-RON2 inh	FBPA Giardia inh
CCOC(=O)C1CCCN(C(=O)Cn2nc(CC)n3c(cc4sccc43)c2=O)C1 (stereo not given)	0%	-17%	-2	-6%	1%	3%
COC(=O)c1cn(NC(=O)c2cccnc2)c(=O)c2ccccc12	-6%	-6%	17	13%	-5%	13%
Cc1c(C(=O)N2CCN(c3ccc(F)cc3)CC2)sc2nc3n(c(=O)c12)CCC3	-13%&-2%	13%	-30&3	29%	-10%	3%
Cc1ccc(-n2ncc3c(N4CCN(C)CC4)ncnc32)cc1C	8%	-3%	24	.	.	.
CSc1ccccc1NC(=S)NCc1ccc(Cl)cc1	?	?	62	-11%	82%[activator]	-9%
CCOc1cc(N2CCOCC2)c(OCC)cc1NC(=O)c1cccc(N(C)C)c1	-1%	11%	?	?	?	-20%
COc1ccccc1C(=O)NN=C1CCN(Cc2ccccc2)CC1	-13%	1%	11	26%	17%	1%
CN[C@H](C(=O)NC[C@H]1O[C@@H](n2cnc3c(N)ncnc32)[C@H](O)[C@@H]1O)[C@@H](C)OCc1ccccc1	.	.	3	50%[activator]	19%	.
CC1(C)CC(=O)c2c(nc3ccccc3c2N)C1	6%	3%	?	-3%	-5%	3%
O=C1OCCN1C(=O)[C@H]1[C@H](c2ccc(F)cc2)C(c2ccc(F)cc2)=NN1c1ccccc1	-15%	?	-10	-3%[8.37 µM]	26%	-10%&-9%
Cc1ccc(-c2csc(NCCn3c(C)nc4cc(C(F)(F)F)ccc43)n2)cc1	.	.	-13	?	-3%	.
O=C(Nc1ccc(SC(F)F)cc1)c1cc(-c2ccncc2)nc2ccccc12	-2%	-1%	-40	?	0%	.
COC1=C(C)C(=O)O[C@]12C(=O)C(C)=C1CCCCN3[C@H]([C@@H]4C[C@H](C)C(=O)O4)CC[C@]132	?	6%	18	-3%	-3%	.
Fc1ccccc1CSc1ncnc2c1ncn2C1CCCO1 (stereo not given)	.	.	?	-22%	15%	.
C/C(=N\NC(=S)NC(C)C)c1ccc(C(C)(C)C)cc1	-6%	?	15	?	8%	-6%
Cc1cc(Nc2cccc(Br)c2)n2c(nc3ccccc32)c1C#N	0%	0%	-38	.	.	.

The listing continues.
SMILES	Sm TGR block	AmpC detergent	HCMV inh	HCV inhibitor	AMA1-RON2 inh	FBPA Giardia inh
COc1cc(CCC(=O)OCC(=O)Nc2ccc(F)c(F)c2F)cc(OC)c1OC	5%	-1%	27	18%	4%	9%
COc1ccc(CCNC(=O)c2ccc3nc(N4CCOCC4)sc3c2)cc1OC	15%	6%	34	-23%	-6%	5%
O=C(N/N=C/c1ccc([N+](=O)[O-])s1)c1cccc(Br)c1	-19%	-12%	-69*	?	37%[activator]	-7%
COc1cc(OC)cc(C(=O)Nn2cc(C(=O)Nc3ccc(F)cc3F)c3ccccc3c2=O)c1	9%	?	33	-15%	-3%	1%
CN(C)S(=O)(=O)c1ccc(C(=O)OCc2ccc(C#N)cc2)cc1	-23%	7%	16	8%	4%	0%
CCOc1cc2[nH]c(=O)n(CCCC(=O)NCc3ccc(OC)cc3)c(=O)c2cc1OCC	-4%&3%	-1%&-4%	3&43	-18%	-2%	4%
CCOC(=O)c1c(C)[nH]c(C)c1S(=O)(=O)N(C)CC(=O)Nc1ccccc1F	2%	-9%	0	?	10%	-6%
CCC(C)NC(=O)Cc1ccc(-c2ccccc2)cc1 (stereo not given)	26%	3%	-22	-13%	-2%	1%
COc1cc2[nH]c(=O)n(CCC(=O)NC3CCCC3)c(=O)c2cc1OC	-1%	0%	8	14%	-3%	6%
Cc1noc(C)c1CS(=O)(=O)c1ccc([N+](=O)[O-])cc1	?	6%	-25	3%	1%	-8%

Look-ups from the entries so far:
CCC(C)NC(=O)Cc1ccc(-c2ccccc2)cc1 (stereo not given) in Sm TGR block = 26%
CCOc1cc2[nH]c(=O)n(CCCC(=O)NCc3ccc(OC)cc3)c(=O)c2cc1OCC in AMA1-RON2 inh = -2%

Further compounds follow.
SMILES	Sm TGR block	AmpC detergent	HCMV inh	HCV inhibitor	AMA1-RON2 inh	FBPA Giardia inh
O=C1CN(C(=O)NCC(=O)N[C@@H](C(=O)O)c2ccccc2)c2ccccc2N1	-8%	?	-27	-20%	-4%	-1%
O=C(c1ccc([N+](=O)[O-])cc1)N1c2ncnn2C2(CCCCC2)[C@@H]2CCCC[C@@H]21	5%	21%	4	.	.	.
NC(=S)c1cnn2c(-c3cccc(C(F)(F)F)c3)ccnc12	5%	4%	.	-6%	4%	-29%
COc1ccc(F)c(-c2nc(CN3CCC(c4ccccc4)CC3)c(C)o2)c1	.	-13%	-14	?	-11%	0%
CC1CCCC(NC(=O)C2CC(=O)N(Cc3ccccc3)C2)C1C (stereo not given)	-27%	4%	17	10%	57%[activator]	.
CCOc1ccc(C(CC(=O)O)NC(=O)C(c2ccccc2)c2ccccc2)cc1OC (stereo not given)	-9%	-9%	-28	9%	0%	.
O=c1ccc(NS(=O)(=O)c2ccc(Cl)cc2)cn1Cc1ccc(Cl)c(Cl)c1	-8%	-4%	-16	17%	14%	0%
Cc1cccc(OCC(=O)N2CCN(Cc3ccc4c(c3)OCO4)CC2)c1	12%	-11%	-11	-9%	?	?
Cc1ccc(S(=O)(=O)N(C(=O)c2ccncc2)c2ccc(OC(=O)c3ccncc3)c3ccccc23)c(C)c1	18µM*	-5%	.	?	-10%	?
COc1ccc(Cl)cc1NC(=O)CSc1nc(-c2cccs2)cc(C(F)(F)F)n1	-1%	0%	-24	.	.	.
O=C1NC(=O)C(=CCc2ccccc2)C(=O)N1	.	.	23	?	-9%	.
COc1ccc2c(Sc3ccccc3)c(C(=O)NCCCN3CCCCC3)[nH]c2c1	4%	24%	?	.	.	.
O=C(CSc1cn(CCNC(=O)c2ccccc2F)c2ccccc12)Nc1ccc2c(c1)OCCO2	5%	-1%	-22	.	.	.
c1ccc(CNc2ccc3ccccc3n2)nc1	2%	4%	29	21%	-27%	7%
Cc1ccc(NC(=O)CC(=O)Nc2ccc(C)cc2C)c(C)c1	10%	-2%	0	-4%	-2%	1%
CCN(CC(=O)Nc1cccc(OC)c1)CC(=O)Nc1ccc(Br)c(C)c1	32%	8%	-19	?	2%	8%
COc1cccc(N2CCN(C(=O)C3CCCN(S(=O)(=O)c4ccc(Br)s4)C3)CC2)c1 (stereo not given)	-2%	3%	-24	.	.	.
COc1ccc(NC(=O)CN2CCN(CC(=O)Nc3ccc(F)cc3F)CC2)cc1	-33%	1%	0	1%	4%	0%
COc1ccc(S(=O)(=O)N2CCN(C(=S)NCCc3ccccc3)CC2)cc1	-20%	-3%	-1	.	-16%	.
COc1cc(NC(=O)CSc2nccc(C)n2)c(C)cc1[N+](=O)[O-]	-2%	-9%	-11	-13%	7%	-1%
COc1cc(OC)cc(-c2c(C#Cc3ccsc3)c3cc(-c4ccc5c(c4)OCO5)ccc3n2C)c1	.	.	-5	6%	18%	.

From PubChem

Rows are unselected (roughly 9.3% active in at least one column).
